Compound activity: PubChem, several laboratories
HSP90 refold inh = HSP90 refolding inhibition in rabbit reticulocyte lysate. hit rate 0.91% among 290,000. inhibition, % at 5.6 µM. luciferase refolding luminescence, 3 h;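 active = inhibition above the screen-wide mean plus 3 SD, computed separately per campaign, cut at about 16% in these data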;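 also: 0% = DMSO wells and 100% = 60 µM geldanamycin wells; inhibitors lower the luminescence because luciferase stays unfolded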
KLF5 inh = suppresses KLF5 promoter-driven expression | hit rate 0.23% among 290,000 | AID 1700 | DLD-1 KLF5 promoter-luciferase reporter, luminescence | inhibition, % at 5 µM;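 active = inhibition above a per-plate limit of that plate's mean compound inhibition plus 3 SD, cut at about 60% in these data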;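 also: 0% = DMSO wells and 100% = LY294002 at 200 µM; higher means less KLF5 promoter-driven luciferase light; inactives centre near -14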
SKKanGAS inh = SKKanGAS growth inhibition; S. pyogenes SKKanGAS, kanamycin growth, BacTiter-Glo, 6 h; inhibition, % at 7.5 µM; hit rate 1.3% among 300,000;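 active = mean replicate score, as percent of positive control median, at least 50; inconclusive = mean below 50 but one replicate at or above 50; inactive = mean and every replicate below 50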;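 also: strain carries kanamycin resistance gene driven by streptokinase promoter and grows in 40 µg/ml kanamycin; loss of luminescence reflects streptokinase promoter inhibition or plain growth inhibition; 0% = median of DMSO wells and 100% = positive control at its reference dose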
HSF1 inhib = HSF1 inhibition. NIH3T3-HGL HSE-luciferase, MG132-induced, luminescence 8 h; hits give low values. activity change, negative = inhibition, % at 7.5 µM (by protocol). hit rate 0.77% among 300,000. AID 2098;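 active = more than half of replicate wells show activity change below -50%, luminescence cut by over half; inconclusive = some wells, but at most half, below -50%; inactive = no replicate well below -50%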;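 also: luciferase reports HSF-1 transcriptional activity via heat shock element; 0% = median of DMSO wells and -100% = zero luminescence signal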
aSyn 5UTR inh = MLPCN primary screen, SNCA 5' untranslated region; alpha-synuclein 5'UTR reporter, inhibitor activity; inhibition, % (tested at 7.5 µM); hit rate 0.82% among 300,000; in the data active = inhibition above about 60%; inconclusive = no clear call, values can overlap the other calls;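 also: H4 neuroglioblastoma cells stably carrying SNCA 5'UTR luciferase fusion; 0% = DMSO wells and 100% = positive control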
HIF act = HIF pathway transcriptional activation | U2OS HRE-luciferase reporter, luminescence; normalized: DMSO 0%, desferrioxamine 100% | activation, % at 7.5 µM (by protocol) | hit rate 0.32% among 300,000 | AID 1910;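 active = mean activation of at least 10% of the iron chelator positive control signal, with at least half of replicates also reaching 10%; inconclusive = mean and replicate majority disagree about reaching 10%; inactive = mean and most replicates under 10%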
HSF1 activator = increases HSF-1 driven luciferase reporter signal. activation, % at 9 µM. NIH3T3-HGL HSF-1 luciferase reporter, MG132, 8 h; 100% = twice DMSO control signal. hit rate 1.7% among 300,000;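 active = mean replicate activation of at least 50% with a set share of replicates each reaching 50%; inconclusive = only one of those two conditions met; inactive = mean below 50% and too few replicates reaching it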;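 also: 0% = median of the neutral control wells and 100% = twice that signal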
IEC-6 cytotox = IEC-6 cytotoxicity, counter-screen for KLF5 inhibitors; luminescence viability; inhibition, % at 5 µM; hit rate 0.78% among 290,000; AID 1825; in the data active = inhibition above about 22%;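 also: 0% = plate median of test compound wells and 100% = cytotoxic reference compound wells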
AI-2 QS mod = modulates the Vibrio harveyi AI-2 quorum sensing system; Vibrio harveyi JMH597 AI-2 luminescence/OD600 ratio, 9 h; hits give low values; strain lacks LuxN and CqsS sensors; 0 = neutral-control median; AID 2094; hit rate 0.4% among 300,000; activity change, % at 7.5 µM; in the data active = activity change below about -75%, passing the limit was not always enough; inconclusive = no clear call, values can overlap the other calls;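 also: luminescence divided by OD600 gain over 9 h not by final OD600 alone; inactives centre near 13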
Platelet DG rel = modulates dense granule release in human platelets | human platelet-rich plasma, SFLLRN dense granule ATP release, luminescence | inhibition, %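 (compounds screened at 7.5 µM in platelet-rich plasma)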 | hit rate 0.22% among 300,000 | AID 1663;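 active = mean replicate score, as percent of positive control, at or above 50; inconclusive = mean below 50 but at least one replicate at or above 50; inactive = mean and every replicate below 50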
Numbers without * were called inactive; ? = inconclusive; nt = not tested or not shown. Hits appear at their usual frequency, and some 6% of all compounds hit somewhere here.

molecule	HSP90 refold inh	KLF5 inh	SKKanGAS inh	HSF1 inhib	aSyn 5UTR inh	HIF act	HSF1 activator	IEC-6 cytotox	AI-2 QS mod	Platelet DG rel
C=C1CCN([C@@H](Cc2ccccc2)C(=O)O)S(=O)(=O)c2ccccc21	nt	nt	-2	-3	-1	-0.5	-11	nt	15	-1
O=C1CCCC(=O)N1c1ccc(N2CCOCC2)c([N+](=O)[O-])c1	2	-7	-1	0	-1	-0.4	-7	-3	12	7
CCC(=O)n1nc(-c2cccnc2)nc1NCc1ccccc1	-3	-18	3	-12	9	0.5	-1	1	28	11
CC1CN(S(=O)(=O)c2cccc(C(F)(F)F)c2)CC(C)O1 (stereo unspecified)	0	-7	2	0	-15	0.0	-4	-2	-2	1
CCN1CCCC1CNC(=O)C1c2cc(OC)c(OC)cc2C(=O)N(C)C1c1cccnc1 (stereo unspecified)	1	-2	0	-6	6	-0.5	12	0	-6	1
CCCn1nc(NC(=O)c2ccccn2)c2cc3cc(C)ccc3nc21	1	4	-15	-7	-38	3.0	7	-3	74	-4
O=C(NCC(c1cccs1)N1CCOCC1)c1cc(S(=O)(=O)N2CCOCC2)c(Cl)cc1Cl (stereo unspecified)	nt	nt	-10	1	3	-2.2	-9	nt	3	3
COc1ccccc1CNC(=O)C1CCN(S(=O)(=O)c2ccc3c(c2)OCCCO3)CC1	5	-26	3	0	15	-0.9	-6	-6	20	2
CC(C)N1C(=O)C2ON(c3ccccc3)C(c3cccs3)C2C1=O (stereo unspecified)	8	11	2	1	8	0.4	2	2	0	nt
CC(C)c1ccc(NC(=O)C(c2ccccc2)N2CCN(C(=O)c3ccco3)CC2)cc1 (stereo unspecified)	2	-53	11	6	-14	0.6	-2	46*	9	nt
CC(=O)Cc1nsc(NC(=O)c2ccc(-c3ccc(F)cc3)o2)n1	1	-8	17	-6	-15	0.0	11	4	27	0
COc1ccc(-n2c(/C=C(\C)O)nc(=O)c3c(C)cc(C)nc32)cc1	2	-35	0	-6	-6	0.2	-1	-1	30	-4
C/C(N)=C(/C#N)C(=O)COC(=O)c1ccccc1Oc1ccccc1	0	-4	-7	-1	20	-0.5	-6	1	15	7
CCN(CC)CCNC(C(=O)Nc1cc(C(F)(F)F)ccc1Cl)c1ccccc1 (stereo unspecified)	-3	-10	-8	-2	8	-0.2	-10	2	14	-3
CC(C)C[C@H](NC(=O)OC(C)(C)C)C(=O)N[C@@H](CO)[C@H](O)[C@@H]1C[C@@H]1C(=O)N(C)C	-4	7	5	-4	5	-0.4	-11	-2	4	6

Exported with values under each structure: entries from further up
The line under a structure holds: HSP90 refold inh	KLF5 inh	SKKanGAS inh	HSF1 inhib	aSyn 5UTR inh	HIF act	HSF1 activator	IEC-6 cytotox	AI-2 QS mod	Platelet DG rel
> C=C1CCN([C@@H](Cc2ccccc2)C(=O)O)S(=O)(=O)c2ccccc21
 : nt	nt	-2	-3	-1	-0.5	-11	nt	15	-1
> O=C1CCCC(=O)N1c1ccc(N2CCOCC2)c([N+](=O)[O-])c1
 : 2	-7	-1	0	-1	-0.4	-7	-3	12	7
> CCC(=O)n1nc(-c2cccnc2)nc1NCc1ccccc1
 : -3	-18	3	-12	9	0.5	-1	1	28	11
> CC1CN(S(=O)(=O)c2cccc(C(F)(F)F)c2)CC(C)O1 (stereo unspecified)
 : 0	-7	2	0	-15	0.0	-4	-2	-2	1

Continuation.
molecule	HSP90 refold inh	KLF5 inh	SKKanGAS inh	HSF1 inhib	aSyn 5UTR inh	HIF act	HSF1 activator	IEC-6 cytotox	AI-2 QS mod	Platelet DG rel
O=C(NCC(c1ccc(F)cc1)N1CCOCC1)c1cc(F)c(F)c(F)c1F (stereo unspecified)	3	-20	0	-3	10	0.1	-4	4	14	6
CCCC(CCC)C(=O)NC1CCN(Cc2ccccc2)CC1	0	-14	2	4	-4	0.2	-10	6	28	-3
CCOc1ccc(NC(=O)C2CCN(C(=O)NC3CCCCC3)CC2)cc1	-2	-9	0	1	-21	-0.5	-3	-6	18	3
Cc1ccc(/C=C(\C#N)C(=O)Nc2c(C)cccc2C)s1	0	-13	5	-2	13	0.4	7	-4	18	-4
CC(C)(C)c1ccc(-n2ncc3c2CCCC3NC(=O)c2cnccn2)cc1 (stereo unspecified)	11	-55	12	12	-68	2.0	38	-4	21	-24
CCCn1cc(S(=O)(=O)c2ccc(OC)cc2)c(=O)c2cc(OCC)ccc21	-3	-9	2	0	13	-0.1	5	0	20	9
COc1ccccc1C1C(C(=O)NCc2ccccc2)=C(C)Nc2ncnn21 (stereo unspecified)	0	-4	-1	-6	-12	-0.4	-1	0	27	7
COc1ccccc1NC1=NCC(=O)N1Cc1ccccc1	0	-23	-2	-3	3	0.1	-9	0	-4	3
COc1ccc(CNCCC(c2ccc(OC(C)C)cc2)c2ccccc2OC)cc1 (stereo unspecified)	6	-6	2	-8	134*	-3.9	0	9	19	5
C=CCOC(=O)C1=C(C)NC(=O)NC1c1ccc(OC(=O)c2ccco2)c(OC)c1 (stereo unspecified)	0	-33	0	0	17	0.3	-8	4	22	4
CC1CCC(NC(=O)c2cc(S(=O)(=O)N(C)C)ccc2N2CCCC2)CC1 (stereo unspecified)	nt	nt	-3	5	18	0.1	9	nt	11	-9
COc1cccc(-n2c(C)nc3cc(C(=O)O)ccc32)c1	3	-21	-9	10	10	0.1	35	1	25	-2
C/C(=N\NC(=O)COc1ccc(C(C)(C)C)cc1)c1ccc(-n2ccnc2)cc1	1	2	22	6	-133	0.8	15	4	18	17
Cc1cccc(NS(=O)(=O)c2cc3c4c(c2)CCC(=O)N4CCC3)c1	nt	nt	-3	3	8	0.0	8	nt	2	-1
COc1ccccc1NC(=O)CSc1nnnn1-c1ccccc1OC	0	-19	9	0	16	2.1	6	1	0	5

More structures follow:
Structure,HSP90 refold inh,KLF5 inh,SKKanGAS inh,HSF1 inhib,aSyn 5UTR inh,HIF act,HSF1 activator,IEC-6 cytotox,AI-2 QS mod,Platelet DG rel
Cc1ccnc(NC(=O)Cn2c(=O)oc3ccccc32)c1,-5,1,0,2,-5,1.5,6,-4,5,12
COC(=O)C(C(=O)NCC1CCCO1)C1CCCC1 (stereo unspecified),2,-9,0,-3,1,-1.6,7,-6,29,nt
CN(CC(=O)Nc1cccc(F)c1)C(=O)COc1cccc2c1OC(C)(C)C2,-3,-33,31,-1,-2,0.4,4,-5,7,1
CC(C)(C)NC(=O)N1CCN(c2ncccc2C(F)(F)F)CC1,-1,-22,2,-5,-1,-0.6,0,-6,7,0
CCN1CCN(C(=O)/C=C/c2ccc(OC)cc2)CC1,-3,-21,1,-13,-7,1.9,-17,3,10,-1
Cc1ccc(F)cc1NC(=O)CCC(=O)c1cccs1,8,-15,6,1,14,0.8,-8,-4,21,-1
CCC(C)(C)NC(=O)C(c1cccc(OC)c1)N(C(=O)c1ccn[nH]1)c1cccc(OC)c1 (stereo unspecified),2,-26,4,0,-6,-0.8,37,-5,8,-3
CCOC(=O)C(NS(=O)(=O)c1ccccc1)(C(F)(F)F)P(=O)(OC(C)C)OC(C)C (stereo unspecified),-3,-25,4,-9,-21,-0.1,1,-6,19,-3
COc1ccccc1/C=C/C=N/n1c(-c2cc(C)[nH]n2)n[nH]c1=S,4,-28,-13,24,-32,-0.6,?,-4,-3,-19
Cc1cc(NS(=O)(=O)c2ccc(NC(=O)COc3c(C)cc(Br)cc3C)cc2)no1,1,-1,21,-4,-20,0.2,1,2,16,-2
CC1(C)CC(=O)C/C(=N\NC(=O)C2C3CCCCC32)C1 (stereo unspecified),1,-24,-10,1,-23,0.1,4,-1,12,5
CC1CCCCC1NC(=O)CCCn1c(=S)[nH]c2ccccc2c1=O (stereo unspecified),-1,-12,3,4,13,-0.5,-8,-2,12,-23
Cc1cnc(C(=O)Nc2ccc(F)cc2)cn1,-1,-88,2,-1,-101,1.2,32,-5,24,18
CSc1nc(C)cc(OCC(=O)N/N=C/c2ccccc2O)n1,5,-17,-3,6,42,3.1,-16,0,37,0
Cc1noc(C)c1COC(=O)CCOc1ccccc1,3,-23,-1,-9,5,0.0,8,3,1,-1
[N-]=[N+]=NC(c1ccccc1)c1nc2ccccc2[nH]c1=O (stereo unspecified),-3,-24,-2,-9,17,-0.3,8,0,19,4
CC1(C)CC(=O)C2=C(C1)OC(N)=C(C#N)C21CCN(Cc2ccccc2)CC1,3,-19,5,-1,-13,-0.6,0,-5,19,-2
Cc1ccc(NC(=O)CN(C)CC(=O)Nc2c(C)cccc2C)c(Br)c1,3,-44,-1,7,19,2.0,10,-4,23,9
Cc1noc(C)c1CSCc1ccc(Cl)cc1,-3,-20,1,-3,-9,-0.3,6,-1,17,-2
Cc1cc(C)c2oc(=O)cc(CN3CCOCC3)c2c1,-3,-30,6,-12,19,-0.2,-2,-4,?,43
C=CCN1C(=O)C(O)(CC(=O)c2ccc(N)cc2)c2ccccc21 (stereo unspecified),3,-23,-6,-29,-5,0.2,-29,0,21,4
COc1cc(/C=N\NC(=O)c2ccc(C)nc2)ccc1OC(=O)c1ccco1,-1,-6,-14,8,12,-0.2,7,0,12,-2
Cc1ccc(N(CC(=O)NC2CCCC2)C(=O)CCC(=O)Nc2nc(C)cs2)cc1,1,-36,2,0,-3,-23,8,2,-13,-7
CCOc1ccc(S(=O)(=O)N(C(=O)c2ccco2)c2cc3sc(=O)oc3c3ccccc23)cc1,1,4,7,4,3,-0.1,35,1,33,-1
CC(C)CCNC(=O)c1ccc(Cl)c(NC(=O)Cc2ccccc2)c1,-4,5,-8,9,8,-0.2,19,0,-4,-13
Cc1ccc(S(=O)(=O)N(CC(=O)N/N=C/c2cccc(C)c2)c2cccc3cccnc23)cc1,-1,-43,23,nt,nt,nt,nt,0,-4,nt
